From PubChem BioAssay
HCV inh: qHTS Assay for Inhibitors of Hepatitis C Virus (HCV); Huh7.5.1 HCVcc-Cre infection, luciferase reporter, 44 h; Potency, µM (doses to about 41.8 µM), without a hit: at the top dose activity change, negative = inhibition, hits mostly inhibitors; 340,000 tested, 3.4% active; also: potency is read from the fitted curve at half-maximal effect
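Antiviral activity was scored by luciferase reporter output from cells infected with HCVcc-Cre (~0.5 moi) in presence of compound, 44 h infection period, cells seeded 1,000/well 4 h prior.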
HCMV antiviral: qHTS Assay for inhibitors of the human cytomegalovirus (HCMV); AID 1259415, 2018; activity change, negative = inhibition, % at 57.5 µM; 410,000 tested, 4.5% active; HFF cells, HCMV-luciferase reporter, 72 h; stronger effect = lower value; in the data active = activity change below about -60%; inconclusive = no clear call, values can overlap the other calls; inactive = above about -39%
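Two compound doses tested in HFFs infected with HCMV-luciferase, MOI 1 PFU/cell, 72 h at 37C. Lysate luminescence read with OneGlo; data normalized against buffer-only and 10uM Salinomycin inhibitor controls.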
Sm TGR block: qHTS Assay for the Inhibitors of Schistosoma Mansoni Peroxiredoxins; Schistosoma mansoni thioredoxin glutathione reductase (TGR), Q962Y6; Potency, µM (titrated, usually from 114 µM), for the others: top-dose activity change, negative = inhibition, usual class: inhibitors; AID 485364, 2010; purified TGR, DTNB reduction, TNB absorbance 405 nm; 360,000 tested, 3% active; also: potency is read from the fitted curve at half-maximal effect; nearly all actives have a fitted effect of over 60% in size
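TGR 20 nM + NADPH 100 uM (dispensed conc.), cpd preinc 15 min RT; start with NADPH (500 uM addition) then DTNB (15 mM addition). Kinetic TNB absorbance, 405 nm filter. Four-parameter Hill fit across titration.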
FBPA Giardia inh: qHTS Assay for Inhibitors of Fructose-1,6-bisphosphate Aldolase from Giardia Lamblia. A8B2U2. purified Giardia FBPA. Potency, µM (highest dose often 59.6 µM), for inactives: at the highest dose activity, negative = inhibition, actives largely listed as inhibitors. 290,000 tested, 0.71% active; also: potency is read from the fitted curve at half-maximal effect; nearly all actives have a fitted effect of over 55% in size
Target sequence (A8B2U2 whole entry, looked up): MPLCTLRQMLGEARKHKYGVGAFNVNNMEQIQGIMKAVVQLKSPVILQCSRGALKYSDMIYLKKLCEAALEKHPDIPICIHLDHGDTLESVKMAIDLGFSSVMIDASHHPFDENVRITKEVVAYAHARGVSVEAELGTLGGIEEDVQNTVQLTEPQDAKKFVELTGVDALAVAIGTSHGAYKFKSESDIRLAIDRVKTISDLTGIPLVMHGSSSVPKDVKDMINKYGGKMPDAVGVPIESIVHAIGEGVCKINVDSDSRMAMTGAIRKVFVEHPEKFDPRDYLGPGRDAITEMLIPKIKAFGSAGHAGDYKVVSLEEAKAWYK
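Giardia FBPA (40 nM reagent) was preincubated 10 min at RT with compound (up to 57.5 uM final), then substrate plus GAPDH/TPI/NAD/arsenate coupling system with diaphorase/resazurin was added; resorufin fluorescence (525/598 nm) was read after 20 min.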
AmpC no deterg: qHTS Inhibitors of AmpC Beta-Lactamase (assay without detergent); P00811; AmpC nitrocefin hydrolysis, absorbance 480 nm, 0.0001% Triton; Potency, µM (series often up to 57.1 µM), inactives show at the top dose activity change, negative = inhibition, hits mostly inhibitors; 330,000 tested, 0.52% active; AID 485341, 2010;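 also: potency is read from the fitted curve at half-maximal effect; plate controls were no compound for no effect and no enzyme for full effect; nearly all actives have a fitted effect of over 20% in size; some results filed as inactive show a strong effect at the top dose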
Target sequence (P00811 whole entry, looked up): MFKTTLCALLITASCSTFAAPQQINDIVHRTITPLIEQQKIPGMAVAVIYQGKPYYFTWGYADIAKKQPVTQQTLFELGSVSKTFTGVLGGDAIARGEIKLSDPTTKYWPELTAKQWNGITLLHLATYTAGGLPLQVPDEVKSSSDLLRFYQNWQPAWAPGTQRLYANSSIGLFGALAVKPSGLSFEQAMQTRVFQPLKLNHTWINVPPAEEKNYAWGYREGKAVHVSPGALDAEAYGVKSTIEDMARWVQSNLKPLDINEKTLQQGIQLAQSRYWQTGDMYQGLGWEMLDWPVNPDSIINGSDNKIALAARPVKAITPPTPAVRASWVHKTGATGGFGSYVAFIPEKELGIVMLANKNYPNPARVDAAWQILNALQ
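20 mM phosphate pH 7.0 + 0.01% (detergent screen) or 0.0001% Triton X-100; 5.3 nM AmpC reagent; cpd preinc 15 min RT; nitrocefin (800 uM stock) to start; A480 q20 s × 4 min; Activity was normalised to no-enzyme and no-compound control wells.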
AmpC detergent: qHTS Inhibitors of AmpC Beta-Lactamase (assay with detergent); P00811; AmpC hydrolysis of nitrocefin, absorbance 480 nm, 0.01% Triton; Potency, µM (titrated, usually from 114 µM), inactives show at the highest dose activity change, negative = inhibition, usual class: inhibitors; 370,000 tested, 0.041% active; AID 485294, 2010;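 also: potency is read from the fitted curve at half-maximal effect; 0% = no-compound wells and -100% = no-enzyme wells; nearly all actives have a fitted effect of over 25% in size; some results filed as inactive show a strong effect at the top dose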
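20 mM phosphate pH 7.0 + 0.01% (detergent screen) or 0.0001% Triton X-100; 5.3 nM AmpC reagent; cpd preinc 15 min RT; nitrocefin (800 uM stock) to start; A480 q20 s × 4 min; Activity was normalised to no-enzyme and no-compound control wells.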
The depositor's hits bear a star; ? = inconclusive; . = no result given; & = joins results of further samples; [ ] = dose if it differs, or a comment. Unless noted, calls follow the shape of the dose curve; as a rule, active = well fitted curve in the direction sought with a large enough effect; inconclusive = small, poorly fitted or top-dose-only effect, or another doubt; inactive = no such curve, though single readings can be large; an effect the other way counts as inactive or inconclusive. Unless noted, % is scaled to controls: 0 for no effect and ±100 for the full control effect.

SMILES	HCV inh	HCMV antiviral	Sm TGR block	FBPA Giardia inh	AmpC no deterg	AmpC detergent
O=[N+]([O-])c1ccccc1CN1CCN(Cc2ccccn2)CC1	2%	0	3%	?	-11%	-2%
CCOc1cccc(-c2nnc3sc(-c4ccc(C)cc4)nn23)c1	.	.	-28%	2%	-15%	?
COc1ccc(Cl)c(Cn2c(NCc3ccco3)nc3c2c(=O)n(C)c(=O)n3C)c1	?	-6	50µM*	?	63%[activator]	10%
COCCCNC(=O)CCCN1C(=O)c2cccnc2Sc2ccccc21	11%	8	-9%	9%	1%	-15%
COc1ccc(CNCCCO)cc1OC	7%	53	-5%	2%	-15%	2%
CC1CN(CCCCOc2ccc(Cl)c3ccccc23)CC(C)O1 (stereo unspecified)	?	10	9%	?	25%	-7%
CCCCc1cc(=O)oc2cc(C)cc(OCC(=O)N3CCC(C(=O)O)CC3)c12	-8%	-13	0%	-4%	-25%	-8%
O=C(NCCNC(=O)c1ccc([N+](=O)[O-])cc1)c1ccncc1	6%	?	-1%	0%	-15%	-1%
Cc1cc(C)c(NC(=O)Cn2cnc3c(oc4ccccc43)c2=O)c(C)c1	10%	-3&18	18%&-2%	4%	-9%	3%&11%
COc1ccc(-c2csc(NC(=O)c3ccccc3NS(=O)(=O)c3ccc(F)c(F)c3)n2)cc1	2.8µM*	-100*	5%	-7%	-60%	0%
Cc1n[nH]c(=S)n1/N=C/c1c(O)ccc2ccccc12	11%	-15	4%	-17%	-25%	?
CCCOc1ccc(NC(=O)Cc2ccc(S(=O)(=O)N3CCOCC3)s2)cc1OCCC	?	-25	0%	.	27%	0%
OCCN1CCN(CC#CCn2c3ccccc3c3ccccc32)CC1	?	19	0%	-16%	123%[activator]	?
CCOC(=O)c1c(NC(=O)COC(=O)c2ccccn2)sc(C(=O)N(C)C)c1C	?	-3	9%	.	12%	4%
O=C1NC(=O)c2cc(NC(=O)C3CCCO3)ccc21 (stereo unspecified)	13%	-2	10%	0%	-19%	?
COc1ccnc(Oc2ccc3ccccc3c2)c1C#N	-19%	-4	13%	3%	-10%	-2%
CCN1C(=O)[C@H]2[C@@H](c3ccc(-c4cccc(Cl)c4)c(OC)c3)N[C@@](CC(C)C)(C(=O)OC)[C@H]2C1=O	?	-4	-22%	.	93%[activator]	-3%
Cc1ccc(NC(=O)NC2CCCCC2)c(C)c1	19%	39	3%	7%	-10%	-1%
CC(C)[C@H](NC(=O)c1ccccc1F)C(=O)OCC(=O)NC(=O)NC1CCCCC1	-12%	-17	.	.	-5%	.
CCOc1ccc(CCNC(=O)C(CCC(N)=O)NC(=O)OCc2ccccc2)cc1OCC (stereo unspecified)	-12%	13	-1%	1%	-3%[2.29 µM]	6%
O=C1NC[C@H](Cc2ccccc2)N(CCc2cccc(F)c2)C1=O	17%	18	11%	3%	-7%	1%
Cc1ccc(Nc2cc(C)c3c(O)cccc3n2)cc1C	?	19	-18%	?	-46%	-6%
COc1ccc(CN2CCCC(C(=O)N3CCCC3)C2)c(OC)c1 (stereo unspecified)	-3%	43	0%	?	-6%	4%
CC(c1ccc(C(C)(C)C)cc1)S(=O)CC(O)CO (stereo unspecified)	22%	-39	4%	0%	-5%	-11%
Cc1ccc(N2CC(C(=O)Nc3c4c(nn3C(C)(C)C)CS(=O)(=O)C4)CC2=O)cc1 (stereo unspecified)	5%	-21	1%	.	2%	3%
COc1ccc(NC(=O)CCCC(=O)c2ccccc2)c(OC)c1	-15%	40	-8%	-2%	-18%	-2%
COc1ccc(C2=NN(c3ccccc3)C(=O)/C2=C\c2ccc(O)c(OC)c2)cc1	8%	8	-7%	6%	-30%	-8%
CC(=O)Nc1ccc(NS(=O)(=O)c2cccc3ccccc23)cc1	-6%	8	0%	-3%	-28%	-3%
O=C(Nc1ccc([N+](=O)[O-])cn1)c1ccc2c(c1)OCO2	2%	27	1%	-2%	-10%	9%
CC(NC(=O)COC(=O)/C=C/c1ccc2c(c1)OCO2)c1ccccc1 (stereo unspecified)	-5%	-22	-18%	.	-23%	-2%
CNC(=O)COC(=O)c1[nH]c(C)c(C(C)=O)c1C	-5%	4	-3%	14%	-6%	-7%
COc1ccc(C(NC(C)=O)c2c(O)ccc3ccccc23)cc1OC (stereo unspecified)	-12%	33	-4%	-4%	51%	-19%
C#CCOCCOCCOCCNc1nc(N2CCN(C(=O)[C@H](CCCCN)n3cc([C@@H](N)CO)nn3)CC2)nc(N2CCN(C(=O)[C@H](Cc3cc4ccccc4[nH]3)n3cc([C@@H](N)CO)nn3)CC2)n1	.	.	-28%	-6%	170%[activator]	1%
CCCC[C@@H](CN[C@H](C)CNC)NCC1CCC(C(C)(C)C)CC1 (stereo partly specified)	?	-87*	0%	?	68%[activator]	?
C[C@H](CO)N1C[C@H](C)[C@@H](CN(C)S(=O)(=O)c2ccc(F)cc2)Oc2c(NC(=O)Nc3ccccc3)cccc2C1=O	?	11	.	.	203%[activator]	.
Cc1ccc(S(=O)(=O)C(CNS(=O)(=O)c2ccc(F)c(C(F)(F)F)c2)c2ccco2)cc1 (stereo unspecified)	.	-22	0.32µM*	.	.	0%
CCOc1ccc(N(CC(=O)NC2CCCCC2)C(=O)Cn2nnc(-c3ccc(C)o3)n2)cc1	-12%	-7	4%	2%	57%	-1%
CCOC(=O)c1c(Nc2ccc(C)c(C)c2)nnc(-c2ccccc2)c1-c1ccccc1	.	-22	0%	.	.	3%
Clc1cc2nc[nH]c2cc1Cl	18%	-11	0%	-4%	-12%	1%
COC(=O)c1ccc(/C=N/Nc2nc(C)c(C)s2)cc1	-13%	103	-25%	2%	-6%	-6%
CCOc1ccc(S(=O)(=O)NNS(=O)(=O)c2ccc(C)cc2C)cc1	12%	-27	2%	0%	-24%	1%
Cc1ccc(-c2nc3cc(N)ccc3o2)cc1	-20%	173	6%	-1%	5%	4%
COc1ccc(OC)c(C(C)NC(=O)Nc2ccccc2)c1 (stereo unspecified)	-13%	-19	6%	0%	-22%	?
CN1/C(=C/c2cccc[n+]2CCO)Sc2ccccc21	-15%	?	4%	3%	-9%	?
Cc1ccc(-c2nn3c(=O)c(C)nnc3s2)cc1	16%	-12	0%	8%	-7%	6%
CCCN(CC(=O)Nc1ccccc1C)C(=O)c1oc2ccc(OCC)cc2c1C	?	-36	-2%	.	3%	-8%
CC1CCCN(C(=O)COC(=O)Cn2cnc3ccccc32)C1 (stereo unspecified)	6%	-22	.	.	-17%	.
COc1cccc(N2CCN(C(=O)c3ccc4nc[nH]c4c3)CC2)c1	2%	-9	-17%	.	-17%	1%
O=C(COC(=O)c1cnccn1)Nc1ncc(Cl)cc1Cl	-20%	-20	?	.	-23%	-18%
CCCC(=O)Nc1ccc(-c2nc3cc(C)ccc3o2)cc1	11µM*	140	1%	2%	-3%	?
Cc1nc2c(Cl)cccc2c2c1CC(CBr)O2 (stereo unspecified)	-14%	?	-1%	0%	11%	-5%
CCCCOc1ccc(-c2nonc2NC(=O)c2ccco2)cc1	.	-12	-3%	.	.	3%
CC(C)c1cc(CNC(=O)c2cc(COc3cncc(Cl)c3)on2)on1	-5%	-32	-21%	0%	-12%	?
O=C(CNC(=O)c1ccc(Cl)cc1)OCN1C(=O)c2ccccc2C1=O	-17%	10	.	.	-2%	.
CCOC(=O)c1c[nH]c2c(C(=O)c3ccccc3)cc(Cl)cc2c1=O	-26%	6	-9%	1%	-24%	-1%
COc1ccccc1-c1nnc(NC(=O)C2=COCCO2)o1	0%	-1	2%	22%	-15%	?
CC[C@@H]1CCCCc2ccccc2[C@@H](C(=O)C[C@@H](O)CC(C)=O)OC1=O	0%	?	.	.	2%	.
CCN(CC)C(=O)C1CCCN(c2ccc([N+](=O)[O-])cc2/C=N/NC(=O)c2ccc([N+](=O)[O-])cc2)C1 (stereo unspecified)	-5%	37	0%	1%	-15%	-10%
CC(Nc1ccccc1CO)C(=O)Nc1cccc(Cl)c1Cl (stereo unspecified)	?	?	0%	2%	-1%	-2%
CCN(CC(=O)Nc1ccc2c(c1)OCCO2)C(=O)COc1ccc(C)cc1	-20%	-19	0%	.	-2%	-4%

Ordered by count of non-hydrogen atoms (low to high): some entries from above
SMILES	HCV inh	HCMV antiviral	Sm TGR block	FBPA Giardia inh	AmpC no deterg	AmpC detergent
COc1ccccc1-c1nnc(NC(=O)C2=COCCO2)o1	0%	-1	2%	22%	-15%	?
CCCCOc1ccc(-c2nonc2NC(=O)c2ccco2)cc1	.	-12	-3%	.	.	3%
CC[C@@H]1CCCCc2ccccc2[C@@H](C(=O)C[C@@H](O)CC(C)=O)OC1=O	0%	?	.	.	2%	.
CCN(CC)C(=O)C1CCCN(c2ccc([N+](=O)[O-])cc2/C=N/NC(=O)c2ccc([N+](=O)[O-])cc2)C1 (stereo unspecified)	-5%	37	0%	1%	-15%	-10%

Part of the list above with just AmpC no deterg and HCMV antiviral.
| mol | AmpC no deterg | HCMV antiviral |
| --- | --- | --- |
| Cc1nc2c(Cl)cccc2c2c1CC(CBr)O2 (stereo unspecified) | 11% | ? |
| CCCCOc1ccc(-c2nonc2NC(=O)c2ccco2)cc1 | . | -12 |

Other structures
SMILES	HCV inh	HCMV antiviral	Sm TGR block	FBPA Giardia inh	AmpC no deterg	AmpC detergent
Cc1ccc(-c2nnc(SCC(N)=O)n2C)cc1	3%	-22	-1%[57.1 µM]	0%	-14%	1%
Cc1ccc(C(=O)O/N=C/c2c(N3CCOCC3)n(C)c3ccccc23)cc1	6.3µM*	-100*	-16%	4%	-3%	-15%
CCOc1ccc(-n2c(SCC(=O)Nc3ccccc3OC)nc3c(oc4ccccc43)c2=O)cc1	.	5	9%	.	.	?
O=S(=O)(c1ccc(Oc2ccc(Br)cc2F)nc1)N1CCCCC1	25µM*	-1	-9%	-2%	-43%	?
c1coc(CN2CCN(C(c3cccs3)c3nnnn3C3CCCC3)CC2)c1 (stereo unspecified)	12%	?	-5%	.	34%	0%
O=C1CC(c2ccccc2)C(C(=O)O)N1 (stereo unspecified)	6%	32	2%	2%	-13%	-8%
O=C(c1cc(COc2ccc(F)cc2F)on1)N1CCN(C2CCCC2)C(=O)C1	-11%	-10	-14%	2%	106%[activator]	-11%
COc1ccc(CNC(=O)c2cc3c(s2)CS(=O)C3)cc1 (stereo unspecified)	5%	5	0%	1%	-21%	?
CCCCC(=O)Nc1ccc(NC(=O)c2cccnc2)cn1	-2%	56	0%	-4%	-8%	?
O=C1CC(N2CCOCC2)C(=O)N1c1cccc(Cl)c1 (stereo unspecified)	19%	30	?	9%	-19%	-6%
COc1cccc(CC2(CO)CCCN(Cc3cn[nH]c3-c3ccc(F)cc3)C2)c1 (stereo unspecified)	-2%	-18	8%	-4%	-10%	7%

Single values from the list.
`Cc1ccc(-c2nc3cc(N)ccc3o2)cc1` @ HCMV antiviral: 173
`CC(c1ccc(C(C)(C)C)cc1)S(=O)CC(O)CO` (stereo unspecified) @ AmpC detergent: -11%
`COc1cccc(N2CCN(C(=O)c3ccc4nc[nH]c4c3)CC2)c1` @ AmpC detergent: 1%
